Screening data (PubChem)
TDP-43 yeast inh = rescues yeast growth from TDP-43 toxicity; TDP-43 expressing yeast growth rescue, BacTiter-Glo, 24 h; AID 652104; actives 1.8% (n = 410,000); Potency, µM (top dose mostly 46.1 µM), without a hit: at the highest dose growth rescue (activation), most hits filed as activators; further: potency means the concentration at half of the fitted maximal effect; % of control where 0% means no effect; nearly all actives have a fitted effect of over 50% in size
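Cell-based yeast growth screen: TDP-43 expression induced in galactose, inoculum OD600=0.02 after raffinose pregrowth to mid-log. Read-out BacTiter-Glo luminescence at 24 hr, 30 deg C; inhibition of toxicity seen as signal increase.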
DRD3 agonist = D3 dopamine receptor (human) agonism. AID 652048. P35462. D3R DiscoveRx beta-arrestin cells, luminescence, 90 min. actives 0.58% (n = 410,000). max activation, %; in the data active means max activation above about 30%; further: 0% is about no effect; mostly tested at two doses, the higher about 12 µM
Target sequence (P35462 whole entry, looked up): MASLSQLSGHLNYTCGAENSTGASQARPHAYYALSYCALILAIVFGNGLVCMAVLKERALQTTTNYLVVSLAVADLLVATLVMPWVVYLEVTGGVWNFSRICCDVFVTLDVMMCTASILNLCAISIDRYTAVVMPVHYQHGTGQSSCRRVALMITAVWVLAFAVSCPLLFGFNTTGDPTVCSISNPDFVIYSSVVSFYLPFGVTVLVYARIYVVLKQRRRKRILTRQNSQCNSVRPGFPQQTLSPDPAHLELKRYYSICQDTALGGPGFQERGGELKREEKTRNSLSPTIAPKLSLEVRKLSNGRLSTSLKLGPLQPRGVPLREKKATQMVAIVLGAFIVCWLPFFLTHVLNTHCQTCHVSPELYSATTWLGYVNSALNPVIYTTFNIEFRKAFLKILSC
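Cells at 1500/well, incubated overnight, then treated with pinned compounds (dopamine as control) for 90 min at 37 degrees C. DiscoveRx reagent added for 30 - 60 minutes at room temperature; luminescence read.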
KB-V1 MDR tox = kills drug-selected multidrug resistant KB-V1 cells | KB-V1 MDR cells viability, CellTiter-Glo, 72 h | Potency, µM (doses to about 46.1 µM), inactives show at the top dose activity change, negative = cytotoxicity, actives largely listed as cytotoxic | actives 3.4% (n = 400,000); further: potency means the concentration at half of the fitted maximal effect; on the % scale 0 is the no-effect control and ±100 the full control effect; nearly all actives have a fitted effect of over 60% in size
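Luminescent ATP read-out (CellTiter-Glo, 10 min) measures survival of drug-selected KB-V1 MDR cells after 72 h, 37 degrees C compound exposure. Medium: phenol-red-free DMEM, 10% FBS. Values from fitted concentration-response curves.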
GLP-1R agonist = activates the human GLP-1 receptor. P43220. HEK293 GLP-1R CRE-luciferase, luminescence, 4-6 h; cells express a hypersensitive GLP-1R form. Potency, µM (top dose mostly 45.6 µM), inactives show at the highest dose activation, actives largely listed as activators. actives 0.007% (n = 380,000); further: potency means the concentration at half of the fitted maximal effect; % of control where 0% means no effect
Target sequence (P43220 whole entry, looked up): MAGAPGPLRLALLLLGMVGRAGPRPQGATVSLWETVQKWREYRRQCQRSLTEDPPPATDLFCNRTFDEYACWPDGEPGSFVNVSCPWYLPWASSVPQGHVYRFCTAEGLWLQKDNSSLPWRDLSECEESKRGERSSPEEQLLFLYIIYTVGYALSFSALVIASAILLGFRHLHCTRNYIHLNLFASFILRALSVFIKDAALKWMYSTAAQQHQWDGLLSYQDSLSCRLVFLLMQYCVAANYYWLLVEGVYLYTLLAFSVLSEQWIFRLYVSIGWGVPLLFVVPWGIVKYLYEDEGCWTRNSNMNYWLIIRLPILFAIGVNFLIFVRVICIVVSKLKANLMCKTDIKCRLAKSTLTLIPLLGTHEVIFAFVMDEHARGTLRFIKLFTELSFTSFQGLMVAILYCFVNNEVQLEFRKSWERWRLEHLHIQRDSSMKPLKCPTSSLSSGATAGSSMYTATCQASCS
aSyn yeast inh = rescues yeast growth from alpha-synuclein toxicity. actives 0.14% (n = 370,000). Potency, µM (series often up to 46.1 µM), without a hit: at the top dose growth rescue (activation), hits mostly activators. Yeast expressing alpha-synuclein, growth rescue, BacTiter-Glo, 24 h; further: potency means the concentration at half of the fitted maximal effect; % of control where 0% means no effect; nearly all actives have a fitted effect of over 65% in size
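Rescue of yeast growth: cells expressing toxic alpha-synuclein, induced in galactose at OD600 0.02, incubated with compound 24 h at 30 C. ATP luminescence quantified growth; inhibitors of toxicity appear as activators.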
GLP1R cytotox = cytotoxicity counter-screen for GLP-1 receptor inverse agonists; HEK293 cAMP-luciferase reporter cells, luminescence, 24 h; Potency, µM (titrated, usually from 38.3 µM), inactives show top-dose activity change, negative = inhibition, most hits filed as inhibitors; actives 0.13% (n = 410,000);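 further: loss of luciferase light is scored as toxicity; potency means the concentration at half of the fitted maximal effect; on the % scale 0 is the no-effect control and ±100 the full control effect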
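To flag toxic compounds, the library was rerun on cells for 24 hr at 37 deg C and 5% CO2. Viability-linked luminescence was captured 12 min after adding luciferase detection reagent.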
PTHR1 agonist = PTHR1 (human) receptor agonism; Q03431; HEK293 GP2 PTHR1 cells, GloSensor cAMP luminescence, 1 h; Potency, µM (titrated, usually from 115 µM), without a hit: at the highest dose activation, actives largely listed as activators; actives 0.075% (n = 410,000); further: potency means the concentration at half of the fitted maximal effect; nearly all actives have a fitted effect of over 55% in size; some results filed as inactive show a strong effect at the top dose; inactives centre near -15; many of its hits are not listed in these tables
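HEK-293-derived GP2 cells expressing PTHR1 and a GloSensor cAMP reporter, 3,000/well, plated overnight, given luciferin plus IBMX (each 0.5 mM as added) for 1 h at 37 °C, then compound for 1 h at 37 °C. Luminescence was read after 15 min at room temperature.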
D3 antag = antagonists of human D3 dopamine receptor. P35462. max response, negative = inhibition, %. actives 2.5% (n = 360,000). D3R cells, DiscoveRx beta-arrestin luminescence, antagonist mode; hits give low values. AID 652054; in the data active means max response below about -50%; inconclusive means no clear call, values can overlap the other calls; further: on the % scale 0 is the no-effect control and ±100 the full control effect; mostly tested at two doses, the higher about 12 µM
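Cells plated overnight at 1500 cells/well, then exposed to library compounds with dopamine controls for 90 minutes at 37 degrees C. DiscoveRx reagent added for 30–60 minutes at room temperature; luminescence read, quantitative HTS format.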
GLP1R inv ag = acts as inverse agonist at human GLP-1 receptor | P43220 | HEK293 GLP-1R CRE-luciferase, luminescence, 24 h; GLP-1R form is constitutively active | Potency, µM (series often up to 38.3 µM), for inactives: top-dose activity change, negative = inhibition, most hits filed as inhibitors | actives 1.6% (n = 410,000); further: potency means the concentration at half of the fitted maximal effect; on the % scale 0 is the no-effect control and ±100 the full control effect; nearly all actives have a fitted effect of over 55% in size
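Cells are plated, allowed 12 hours at 37 deg C, then treated with compounds for 24 hr before luciferase detection reagent is added and luminescence is read after 12 min at room temperature. The HEK293 line carries constitutively active GLP-1R with a cAMP-responsive reporter.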
* marks the source's active call; other numbers are inactive results; i = inactive; ? = inconclusive; . = no result given; & = joins results of further samples; [ ] = another dose, or the depositor's remark. Unless noted, the call rests on the fitted dose curve; in most records, active means well fitted curve in the direction sought with a large enough effect; inconclusive means small, poorly fitted or top-dose-only effect, or another doubt; inactive means no such curve, though single readings can be large; an effect the other way counts as inactive or inconclusive.

smiles,TDP-43 yeast inh,DRD3 agonist,KB-V1 MDR tox,GLP-1R agonist,aSyn yeast inh,GLP1R cytotox,PTHR1 agonist,D3 antag,GLP1R inv ag
COc1ccc(NC(=O)CN2CCN(CC(=O)Nc3ccccc3F)CC2)c(OC)c1,-12%&9%,6&-8,0%&-3%,2%,-18%,-1%&2%,-1%,-16,-1%&16%
CCN1CCN(c2ccc(NC(=O)COc3ccc(Cl)cc3C)cc2)CC1,14%,-23,?,6%,0%,6%,-52%[inhibitor],-52*,?
Cc1cc(NCCN2CCOCC2)n2ncc(-c3ccccc3)c2n1,-2%,-20,?,-4%,-10%,17%,-14%,-19,18%
COc1ccc(C(=O)Nc2ccc(-c3nnc4n3CCCCC4)cc2)cc1OC,3%,-2,?,6%,.,-14%,-5%,.,15%
O=C(O)C1C2C=CC(O2)C1C(=O)Nc1ccccn1 (stereo not drawn),-24%,-3,-3%,0%,-3%,-1%,i,-2,2%
CCOC(=O)c1sc(NC(=S)NC(=O)CC(C)C)cc1C,?,8,0%,4%,0%,?,-3%[57.5 µM],-78*,10µM*
CCOc1ccc(S(=O)(=O)N2CCCCC2)cc1NC(=O)c1ccccc1,0%,8,10%,5%,4%,-29%,i,1,4%
CC(C)(C)c1ccc(C(=O)N2CCCC2c2cccs2)cc1 (stereo not drawn),-26%,1,?,5%,-6%,13%,-94%[inhibitor],-8,11µM*
COc1ccccc1-c1cc(C(=O)Nc2cccnc2Cl)no1,-11%,1,20%,2%,-7%,-7%,i,13,7%
CCOC(=O)c1sc(NC(=O)Nc2ccc(F)cc2)nc1C,9%,11,?,-3%,1%,-3%,-37%[inhibitor],22,?
COc1ccc(CN(C(=O)Cn2nnc3ccccc32)C(C(=O)NC(C)(C)C)c2ccco2)cc1 (stereo not drawn),-12%,7,12%,-8%,3%,-5%,-24%,10,-3%
COC(=O)/C(N=Nc1cccc(C(F)(F)F)c1)=C(\C)O,-4%,5,5.8µM*,27%,-2%,-12%,i,-21,28%
CC(C)(CNC(=O)Cc1ccc(Cl)cc1Cl)N1CCCCC1,-11%,-7,?,9%,-9%,-7%,i,-8,?
CCc1ccc(NC(=O)C2CCC(CNS(=O)(=O)c3ccc4c(c3)C(C)(C)C(=O)N4C)CC2)cc1 (stereo not drawn),14%,5,22%,.,.,-6%,i,.,2%
CC(=O)c1cn(CCOc2ccc(F)cc2)c2ccccc12,?,12,-20%,-2%,2%,2%,-36%[inhibitor],-1,?
CC1CCN(c2oc(-c3ccco3)nc2S(=O)(=O)c2ccccc2)CC1,16µM*,4,?,1%,-5%,-22%,-17%,13,?
Cc1ccc(C)c(NC(=O)CN(C)C(=O)c2ccccc2OCc2ccc(Cl)cc2)c1,?,1,-17%,10%,-1%,-19%,-2%,3,?
Cc1ccc(N2CC(C(=O)Nc3ccc4c(c3)OCCO4)CC2=O)cc1C (stereo not drawn),-2%,2,3%,11%,0%,-2%,i,2,?
CCOc1ccccc1N1CC(C(=O)NNC(=O)c2cc(OC)c(OC)c(OC)c2)CC1=O (stereo not drawn),-5%,4,12%,-1%,5%,-4%,-13%,-14,0%
C/C(Cc1ccccc1)=N\NC(=O)CNC(=O)c1ccc(Br)cc1,18%,6,-25%,-1%,2%,-9%,i,-10,-2%
Cc1nc2nc(C)n(CCN3CCOCC3)c(=O)c2c(-c2cccc([N+](=O)[O-])c2)c1C(=O)CCCCCCCCCCN1CCC(c2ccccc2)(c2ccccc2)CC1,12%,-6,7.3µM*,-9%,?,?,i,-93*,2.8µM*
COc1ccc(CNc2nc3nc4c(c(=O)n3[nH]2)CCC4)cc1,-10%,-16,1%,-2%,-8%,-19%,i,-10,1%
Cc1onc(-c2ccncc2)c1C(=O)O,-10%,6,-1%,-5%,-5%,-15%,i,-15,3%
COc1ccc(C(=O)Nc2ccc(C(F)(F)F)n(C)c2=O)cc1,7%,3,4%,5%,-2%,-5%,-5%,22,22%
CCO[C@@H]1OC(C(N)=O)=C[C@H](C(C)(C)C)[C@H]1CCCO,18%,1,16%,0%,2%,1%,i,33,21%
CC1Cc2ccccc2N1S(=O)(=O)c1cccc(C(=O)N2Cc3ccccc3CC2C(N)=O)c1 (stereo not drawn),-4%,3,10%,4%,-4%[1.84 µM],3%,-18%,-6,?
COc1ccc(-c2nn(-c3ccccc3)cc2C(=O)NC(=S)Nc2cc(Cl)ccc2Cl)cc1,1%,5,1%,2%,-2%,-6%,-19%,-5,-2%
O=C(O)c1cc(C(=O)C2CC2)c[nH]1,-20%,4,-11%,0%,0%,22%,-8%,6,12%
CCN(CC)CCNc1cc(C)nc2c1C(=O)C(=O)C=C2N1CCCCC1,5%,-8,?,-2%,0%,?,-25%,-6,-9%
CC(=O)OCC(=O)Nc1ccc(SC(F)F)cc1,-8%[1.82 µM],26,0%,15%,2%,-1%,-52%[inhibitor],-6,23%
O=C(NC1CCN(Cc2ccccc2)C1)c1cc(COc2ccc(F)cc2F)on1 (stereo not drawn),9%,-11,?,13%,7%,1%,-7%,-19,?
CCN(CC)CCn1c2c(c(SCC(=O)Nc3nc4ccc(C)cc4s3)nc1=O)CCC2,4%,-4,13%,-2%,-5%,11%,i,26,-3%
COc1ccccc1C(=O)Nc1ccc(S(=O)(=O)N2CCOCC2)cc1,21%,1,?,14%,3%,-5%,i,28,14%
Cc1cc2nc(-c3ccc(NC(=O)c4cc5ccccc5o4)cc3)oc2cc1C,22%,2,19%,.,.,0%,-16%,.,4%
CC(=O)Nc1cc(S(=O)(=O)Nc2ccc(C)cc2)c(C)cc1C,2%,4,14%,-17%,-3%,-10%,-7%,4,-8%
CCOC(=O)c1ccc2nc(NC(=O)c3ccco3)sc2c1,7%,7,?,-10%,-12%,-9%,-15%[57.5 µM],41,-21%
CCOc1ccc(-n2cc(C(=O)c3cc(Cl)ccc3O)cc(C#N)c2=O)cc1,?,5,-29%,7%,4%,4%,-17%,0,-22%
CCCCN(C=O)c1c(CC)nc2ccc(C(=O)N3CCN(c4ccccc4)CC3)cn12,0%,0,1%,-7%,0%,5%,-22%,-29,1%
CCN(CC(=O)Nc1c(F)cccc1F)C(=O)Cc1ccc2c(c1)CCC2,0%,-5,-26%,6%,0%,13%,7%,7,?
NNC(=O)c1ccc(COc2cccc3ccccc23)cc1,8%,-3,15%,-1%,-9%,-13%,i,8,7%
CCc1nnc(NC(=O)Cc2ccc(S(=O)(=O)N3CCCCC3)cc2)s1,-2%,5,-6%,-5%,-4%,1%,?,8,-33%
O=C(O)c1cccc(S(=O)(=O)Nc2ccc(Cc3ccncc3)cc2)c1,-23%,-2,?,-2%,-10%,3%,i,9,8%
Cc1c(C(=O)N/N=C/c2cccc(O)c2)nnn1-c1nonc1N,15%,2,-3%,-5%,1%,2%,i,16,13%
O=C(O)CN=C(Nc1cc(Cl)cc(Cl)c1)NC(c1ccccc1)c1ccccc1,?,6,12%,-2%,-14%,-12%,-16%,49,?
Cc1ccccc1N(C(=O)c1csnn1)C(C(=O)NC1CCCC1)c1ccncc1 (stereo not drawn),6%,2,-2%,6%,-2%,4%,i,8,5%
CC(C)Oc1ccc(CCc2n[nH]c(=S)n2-c2ccccc2)cc1,5%,1,7%,0%,-2%,?,-7%,-22,?
Cc1ccc(C(=O)C2=C(O)C(=O)N(Cc3cccnc3)C2c2cccc(Oc3ccccc3)c2)o1 (stereo not drawn),10%,2,-22%,0%,-6%,4%,-22%,-69*,24%
FC(F)(F)c1nc(-c2cccs2)ncc1-c1nnnn1-c1ccc(Cl)cc1,3%,29,16µM*,-15%,-4%,-29%,i,-19,7.1µM*
Cc1ccc2nc(-c3ccc(N4C(=O)CC(N5CCN(CCO)CC5)C4=O)cc3)sc2c1 (stereo not drawn),-72%[inhibitor],4,-1%,13%,6%,-14%,i,?,-28%
COc1ccc(-c2cc(-c3nnc(COC(=O)C4CC4C)o3)c3ccccc3n2)cc1OC (stereo not drawn),20%,50*,?,1%,0%,28%,-8%,34,?

New compounds follow:
smiles,TDP-43 yeast inh,DRD3 agonist,KB-V1 MDR tox,GLP-1R agonist,aSyn yeast inh,GLP1R cytotox,PTHR1 agonist,D3 antag,GLP1R inv ag
CCCN1CCC(=O)N([C@H](CO)Cc2ccccc2)CC1,-22%,-19,7%&-5%,-1%,-6%,11%,9%,0,14%
O=C(NC1CCCc2ccccc21)C1CCCC1 (stereo not drawn),11%,-10,0%,9%,-9%,31%,i,-5,?
COc1cccc(-c2nc(CS(=O)CC(=O)O)c(C)o2)c1 (stereo not drawn),5%,-3,9%,-2%,0%,14%,24%,-13,7%
O=C(CC1CCCCC1)Nc1ccccc1-c1ccccc1,5%,0,-26%,2%,-1%,5%,-7%,10,?
C/C(=N\NC(=O)c1ccccc1)c1ccc(C)c([N+](=O)[O-])c1,8%,-1,14%,0%,5%,-12%,-12%,-8,23%
CCOc1ccc(C(=O)N2CCN(c3cccc(Cl)c3)CC2)cc1,?,2,-11%,-3%,12%,1%,-9%,4,-11%
Cc1ccccc1N1CCN(C(=O)CCN2C(=O)c3ccccc3C2=O)CC1,?,-14,-5%,-4%,14%,2%,-21%,-10,-1%

Some of the compounds tested; rates above refer to the full screens.
